Assay outcomes: PubChem BioAssay, several laboratories
Lipid droplet: inhibitors of hepatocyte lipid droplet formation, primary screen, imaging, high-throughput imaging, BODIPY stain. AML12 mouse hepatocytes, oleate lipid droplets. inhibition, % at 6.5 µM. 0.4% of 240,000 active;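 active = lipid droplet intensity inhibited by at least 50%, with more than 500 cells counted; inconclusive = wells with under 300 cells, treated as cytotoxic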
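Assay system: AML12 hepatocytes (mouse); Probe or stimulus: oleic acid at 100 µM to induce lipid droplet formation; Dosing: compound at 6.5 µM only; Schedule: compound with oleate, overnight; Detection: fluorescence imaging, 20x objective, two fields per well; Measure: % inhibition of lipid droplet signal.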
CSM14.1 death rescue: rescue of cells from ER stress-induced death, primary screen, 384-well, CSM14.1, thapsigargin, ATP luminescence (AID 1222) | CSM14.1 thapsigargin-induced death rescue, ATP luminescence; higher % means a stronger effect | one-dose cellular ATP content (survival), % at 20 µM; EC50 in µM for titrated hits | 190,000 tested, under 10 active;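 active = EC50 below 50 µM in the dose-response confirmation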;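 also: death triggered by thapsigargin at about 15 µM added after 2 h compound pretreatment; cell ATP read after overnight thapsigargin exposure of roughly 18 to 22 hours; normalized against plate controls of thapsigargin alone and 5% DMSO vehicle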
M1AAP inhibition: P. falciparum M1AAP inhibitors, biochemical, fluorogenic H-Leu-NHMec substrate, 1536-well (AID 1445); 0.42% of 220,000 active; recombinant M1AAP, H-Leu-NHMec fluorogenic kinetic assay; higher % means a stronger effect; one-dose inhibition, % at 30 µM; IC50 in µM for titrated hits; Aminopeptidase N (Plasmodium falciparum (isolate 3D7));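 active = primary inhibition above the hit cutoff, then over 50% inhibition at one or more dose response concentrations, cut at about 23% in these data, passing the limit was not always enough; inconclusive = conflicting primary data, or primary hits not chosen for dose response; inactive = low primary inhibition, or under 50% at every dose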;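 also: plate controls were DMSO full reaction for no effect and no enzyme background for full effect; strong numbers were not always called active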
K1F lysis inhibition: inhibition of K1F phage lysis, E. coli UTI89, bacterial capsule biogenesis inhibitors, alamar blue (AID 488966). E. coli UTI89 K1F phage lysis, alamar blue, 2 h; higher % means a stronger effect. inhibition, % at 100 µM; hits with a dose series show IC50 in µM. 0.02% of 340,000 active;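 active = phage lysis inhibition, versus mean bacterial control, above a set limit; inconclusive = no clear call, values can overlap the other calls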;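 also: capsule biogenesis inhibitors block K1F phage lysis so surviving cells raise fluorescence; higher fluorescence means more inhibition of phage lysis; actives were called in the ten point dose series up to 300 µM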
PMI inhibitors: inhibitors of human PMI, primary screen, biochemical, fluorescence intensity, coupled assay (AID 1209) | Mannose-6-phosphate isomerase (Homo sapiens) | purified PMI enzyme, coupled fluorescence intensity; higher % means a stronger effect | inhibition, % at 20 µM, or IC50 in µM where a hit was titrated | 0.42% of 190,000 active;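 also: plate controls were DMSO vehicle for no effect and wells lacking substrate for full effect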
TNAP activation fold: human TNAP enzyme activators, primary screen, biochemical, luminescent, no phosphate acceptor, uHTS (AID 1001). Alkaline phosphatase, tissue-nonspecific isozyme (Homo sapiens). purified TNAP, luminescent activation assay, no phosphate acceptor; higher activation fold means a stronger effect. one-dose activation fold at 20 µM; EC50 in µM for titrated hits. 0.03% of 200,000 active; in the data active = activation fold from about 3, or a potency from the dose series; inactive = the rest, 99 in 100 with activation fold below about 1.6; also: many of its hits are not listed in these tables
WT yeast gro inh: growth inhibition of WT strain, primary screen, mitochondrial fusion inhibitor project, WT and mutant strains, chemical genetic; 2.1% of 190,000 active; mitochondrial fusion phenotypic screen; inhibition, % at 10 µM; AID 1362, 2008; in the data active = inhibition above about 58%; tested in S. cerevisiae
PMI inhibition: human PMI inhibitors, high substrate, primary screen, biochemical, fluorescence intensity, high mannose 6-phosphate (AID 1220). recombinant PMI enzyme, coupled fluorescence intensity; higher % means a stronger effect. 0.66% of 190,000 active. Mannose-6-phosphate isomerase (Homo sapiens). one-dose inhibition, % at 20 µM; IC50 in µM for titrated hits
Myeloid diff MLP: induction of myeloid progenitor differentiation, primary screen, cell-based, flow cytometry, MLPCN library | ER-HoxA9 myeloid progenitors, lysozyme-GFP differentiation | 1% of 360,000 active | calls only at 10 µM | AID 624256, 2012;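 active = normalized GFP-positive differentiation at or above the plate's own cutoff, the solvent-only control mean plus 3 SD; inconclusive = no clear call, values can overlap the other calls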;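 also: cells exposed to compound for four days before flow analysis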
WT yeast gro inh mutant strain: second read-out of WT yeast gro inh, no call of its own (marks repeat the call); inhibition, %; mitochondrial fusion phenotypic screen, mutant strain inhibition
Lipid droplet cells 6.5 µM: also measured in Lipid droplet; calls as there; cell count; measured here: cell count, cytotoxicity flag;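 cells counted across two imaged fields per well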
Myeloid diff MLP GFP+ MAC1+ %: second read-out of Myeloid diff MLP, no call of its own (marks repeat the call); GFP+ MAC1+ double positive, %; measured here: differentiation confirmed by MAC1 staining
* = called active by the depositor; i = inactive; ? = inconclusive; · = not tested or not shown; & = joins results of further samples; [ ] = dose if it differs, or a comment. Rule as the data show it, unless noted: active = inhibition above about 50%; inactive = the rest.

SMILES	Lipid droplet	Lipid droplet cells 6.5 µM	CSM14.1 death rescue	M1AAP inhibition	K1F lysis inhibition	PMI inhibitors	TNAP activation fold	WT yeast gro inh	WT yeast gro inh mutant strain	PMI inhibition	Myeloid diff MLP	Myeloid diff MLP GFP+ MAC1+ %
CCN(CC)C(=O)CN(c1cccc(OC)c1)S(=O)(=O)c1ccc(C)cc1	-3.5	760	-1.2%	5.0%	0.1%	5.3%	1.1	-5.7	-19.1	-0.8%	i	1.6
Cc1cc(C(=O)C(=O)N(C)C)c(C)n1-c1ccc(Cl)c(Cl)c1	16.1	712	·	1.2%	-0.1%	-4.8%	1.2	20.0	-0.6	-2.8%	i	0.6
CN1CCN(C(CNS(=O)(=O)c2ccc(Cl)cc2)c2cccnc2)CC1 (stereo unspecified)	-14.1	737	1.3%	-3.3%	1.2%	6.7%	1	10.6	7.0	6.0%	i	0.6
CC(C)C(C)NC(=O)CN1C(=O)NC2(CCc3ccccc3C2)C1=O (stereo unspecified)	-4.4	679	0.3%	1.7%	0.8%	-4.6%	1.1	-22.3	-8.6	-4.0%	i	0.1
CN1CCN(Cc2cn[nH]c2-c2ccc(F)cc2F)[C@@H](c2ccccc2)C1	-5.1	672	-0.2%	-7.5%	0.5%	-1.6%	0.7	8.8	-11.5	-2.6%	i	0.4
COc1cc(-c2nnc(CSc3nnc(Nc4ccc(C(C)C)cc4)s3)o2)cc(OC)c1OC	18.5	650	-1.3%	8.1%	0.1%	11.3%	1.3	-0.2	-10.1	7.4%	?	·
C/C(=N\NC(=O)Cn1nc(C)c([N+](=O)[O-])c1C)c1ccc(Cl)s1	22.7	742	·	2.9%	1.6%	·	·	·	·	·	i	0.7
O=C(N/N=C/c1ccco1)c1cc(-c2cccc3ccccc23)n[nH]1	·	·	-2.3%	16.1%	0.4%	5.0%	0.7	10.9	-1.0	4.0%	i	0.9
CCOC(=O)C1C(=O)NC(N2CCOCC2)=NC1C(C)C (stereo unspecified)	·	·	0.7%	3.6%	-0.9%	-4.5%	1.1	-19.2	-11.4	-5.5%	i	1.1
Cc1ccc(NC(=O)c2c(Cl)nc3ccccn23)cc1	-25.4	606	-0.4%	1.0%	0.3%	-13.1%	1	-7.1	24.8	-5.5%	i	0.2
COc1ccc(/C=N/N(C(C)=O)c2nc(-c3ccc(C)cc3)cs2)cc1	·	·	-1.0%	4.4%	1.2%	17.0%	1.1	3.2	-3.6	13.1%	i	0.9
Fc1ccc(SCCc2ccccn2)cc1	-0.5&-30.7	714&733	·	0.7%&-3.1%	-1.3%	·	·	·	·	·	i	1.0&0.6
O=C(OCCN1CCCCC1)c1ccc(O)cc1	12.8	875	-2.6%	-6.4%	0.0%	10.3%	1.1	-8.9	-7.0	1.5%	i	7.0
COc1ccc2nc3ccccc3nc2c1N	2.4	780	·	-5.2%	-1.2%	·	·	·	·	·	i	1.1
CCCn1c(=S)[nH]c2ccccc2c1=O	0.1	682	0.0%	0.7%	-2.3%	2.8%	1.1	-18.3	13.5	4.7%	i	0.4
Cc1ccc(NC(=O)C2C3CCCC2C3c2ccccc2)cc1 (stereo unspecified)	-29.2	552	3.0%	-0.9%	6.0%	-6.8%	1.3	-2.4	0.8	-12.5%	i	0.9
Cc1onc(-c2c(F)cccc2Cl)c1C(=O)Nc1nnc(-c2ccccc2)s1	17.2	765	-1.2%	3.7%	0.8%	-9.9%	1.1	-2.0	-16.7	-5.8%	i	1.2
O=C1Nc2ccccc2N(O)N1c1ccc(S(=O)(=O)N2CCCCCC2)cc1	-40.4	569	-1.6%	1.1%	5.3%	1.1%	1.1	1.9	-13.8	2.3%	i	0.3
Cc1cn(C2OC(COC(=O)c3ccccc3)C(OC(=O)c3ccccc3)C2OC(=O)c2ccccc2)c(=O)[nH]c1=O (stereo unspecified)	0.4	710	1.1%	0.7%	5.0%	3.7%	1	-8.0	4.3	6.8%	i	3.1
O=C(N/N=C/c1cc2ccccc2nc1Cl)c1ccncc1	4.1	650	-2.3%	5.4%	0.2%	2.7%	1.1	-2.1	-23.5	-1.0%	i	0.7
CCOc1ccccc1C(=O)N1CCN(C(c2ccccc2)c2ccccc2)CC1	·	·	-1.7%	-1.7%	3.3%	11.1%	1.1	7.6	4.9	7.8%	i	1.4
COC(=O)C(NC(=O)CCc1c(C)nc2ncnn2c1C)C(C)C (stereo unspecified)	·	·	-1.1%	-0.1%	0.3%	-13.0%	1.1	-4.7	7.4	-3.1%	i	1.2
Cc1ccc(C(NC(=O)NCCCN2CCOCC2)=C(Cl)Cl)cc1F	-1.1	781	-0.1%	11.0%	-0.3%	13.1%	1.1	·	·	11.5%	i	0.0
O=C(COC(=O)/C=C/c1cccc(F)c1)Nc1ccccc1-c1ccccc1	2.5	704	-5.8%	-2.2%	5.9%	-4.8%	1	27.7	6.9	-8.6%	i	0.6
CC(NS(=O)(=O)c1ccc(CCC(=O)NCC2CCCO2)cc1)c1ccccc1 (stereo unspecified)	-3.7	733	-2.6%	-12.1%	0.5%	-7.5%	1.1	2.5	-2.4	-8.6%	i	0.7
NC(=O)C(c1ccc(Cl)cc1)c1ncc(C(F)(F)F)cc1Cl (stereo unspecified)	·	·	-2.6%	-8.4%	0.0%	3.4%	1.1	-1.1	-9.3	-2.4%	i	3.8
COc1ccc(NC(=O)C2CCN(c3nc(C)cc(C)n3)CC2)cc1	-1.1	764	-0.6%	3.2%	1.4%	-13.6%	1	-0.2	11.1	-19.3%	i	2.5
CCCCNC(=S)Nc1cc([N+](=O)[O-])ccc1C	-7.2	645	-4.8%	1.4%	3.8%	5.5%	1	18.2	5.6	2.4%	i	0.5
O=[N+]([O-])c1cc(C(F)(F)F)ccc1N/N=C/c1cc2ccccc2nc1Cl	·	·	-3.0%	-1.4%	·	-4.4%	0.9	39.0	11.0	-4.8%	·	·
COC(=O)CCCCC1SCC2NC(=O)NC21O (stereo unspecified)	·	·	0.3%	3.4%	0.3%	-0.1%	1.1	-23.4	-20.1	-2.6%	·	·
CC(C)Nc1nc(Oc2ccc(Cl)cc2Cl)cc(C(F)(F)F)n1	4.2	667	-1.5%	2.3%	0.2%	15.2%	0.9	38.0	26.2	15.6%	i	1.4
Cc1ccccc1C(=O)Nc1ccccc1C(=O)NCC(C)C	30.5	778	-1.7%	8.4%	0.1%	2.6%	1.1	12.6	11.2	0.1%	i	0.4
O=C(NCCNC1CCC(c2ccccc2)CC1)c1ccc(F)cc1 (stereo unspecified)	-6.5	655	-3.4%	-0.8%	-0.1%	-2.7%	1.1	21.6	28.6	-6.7%	i	1.4
Cn1ncc(Cl)c1C(=O)N1CCN(C(=O)c2ccco2)CC1	7.3	679	0.6%	5.3%	0.1%	-1.1%	1.1	7.9	10.6	5.4%	i	0.2
Cc1nnc(Nc2ccc3c(c2)ncn3C)c2ccccc12	·	·	-3.6%	-1.2%	0.1%	-1.2%	1.1	-4.0	-11.6	1.7%	i	0.8
CC(C)(C)NC(=O)NC(=O)CSc1nnc(COc2ccccc2Cl)o1	4.3	775	2.0%	1.7%	-0.1%	2.9%	1.1	11.3	9.6	-4.4%	i	1.2
CCN1CCN(c2ncnc3c2cnn3-c2ccc(C)cc2C)CC1	15.6	733	·	1.2%	0.5%	·	·	-19.7	6.8	·	i	1.1
Cc1ccc(-n2c(-c3cnccn3)n[nH]c2=S)c(Br)c1	4.7	724	0.7%	10.5%	0.2%	5.2%	1.1	1.5	-3.8	-2.7%	i	0.3
COc1cc(C)nc(Nc2nc(C)c(C(C)=O)s2)n1	·	·	-1.4%	-16.3%	-1.2%	11.5%	1.2	3.1	9.4	19.2%	i	0.7
Cc1nc(C(=O)Nc2ccc(Cl)cc2)nn1-c1ccc([N+](=O)[O-])cc1	8.5	738	0.8%	7.7%	-0.1%	4.9%	1.1	-0.8	-7.0	3.9%	i	1.7
C=CCC(CC=C)(C(N)=O)c1ccccc1	-19.1	699	-0.3%	4.6%	0.6%	12.4%	1.1	-18.5	6.1	9.0%	i	0.2
COC(=O)c1[nH]c2ccc(C)cc2c1NC(=O)Oc1ccccc1	0.6	756	-0.5%	12.4%	4.9%	0.3%	1.3	28.1	28.0	-1.5%	i	1.1
Cc1ccc(NC(=O)c2cc(-c3cccs3)on2)cc1C	19.2	770	-1.7%	0.7%	-0.1%[50 µM]	3.6%	1.1	20.6	4.4	8.3%	i	0.6
Cc1c(/C=N/O)c2ccccn2c1C=O	1.7	692	0.2%	-0.7%	-2.4%	-10.2%	1.1	-3.7	-8.9	-4.7%	i	0.3
COc1ccc(-c2nnc(SCC(=O)NC(=O)NCc3ccccc3)o2)cc1	-3.6	723	-0.9%	0.4%	0.2%	-2.6%	1.1	12.1	20.4	1.4%	i	1.0
COc1ccc([N+](=O)[O-])cc1NCc1cccc([N+](=O)[O-])c1	30.5	677	-0.6%	10.2%	0.1%	2.7%	1	26.2	-11.9	10.7%	i	1.3
Cc1ccc(C(=O)N2CCOCC2)cc1Cl	3.8	758	-0.2%	16.9%	0.7%	-1.5%	1	-3.7	2.2	-8.1%	i	0.7
Cc1cc(SCC(=O)OCC(=O)NC(C)c2ccccc2)c(C)cc1Br (stereo unspecified)	10.5	646	5.6%	-0.5%	2.5%	4.9%	0.9	12.9	-6.9	5.7%	i	0.4
COc1cc(C2C(C#N)=C(SC)NC3=C2C(=O)CCC3)ccc1O (stereo unspecified)	1.6	748	·	1.2%	0.3%	·	·	·	·	·	i	0.3
O=C(N1CCN(c2ccccc2)CC1)C(F)(F)C(F)F	6.4	703	2.0%	-0.2%	0.9%	-1.9%	1	1.5	3.4	-5.3%	i	0.6

Rows are unselected. Share with any hit: about 4.6%.
